AGP1-GFP MLPCN = modulators of TOR pathway AGP1-GFP in S. cerevisiae | S. cerevisiae AGP1-GFP multiplex flow cytometry, 3 h; GFP as percent of DMSO wells | GFP response vs DMSO, % at 10 µM | 320,000 compounds, 0.02% hits | AID 2066;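 active = GFP response relative to DMSO above a set limit, near screen average plus 3 SD, cut at about 150% in these data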;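 also: median GFP channel fluorescence of the gated AGP1 strain per well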
CIT2 TOR yeast = modulators of TOR pathway CIT2-GFP in S. cerevisiae; S. cerevisiae CIT2-GFP strain, flow cytometry, 3 h; 100 means same as DMSO wells; GFP response vs DMSO, % at 10 µM; 320,000 compounds, 0.065% hits; AID 2029;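 active = GFP response relative to DMSO above a set limit, near the screen mean plus 3 SD, cut at about 150% in these data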;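 also: ratio of well median GFP fluorescence to mean of DMSO wells on the plate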
LAP4-GFP MLPCN = alters LAP4-GFP fluorescence in TOR pathway yeast screen. S. cerevisiae LAP4-GFP multiplex, flow cytometry GFP, 3 h; median GFP as percent of DMSO wells. GFP response vs DMSO, % at 10 µM. 320,000 compounds, 0.34% hits. AID 2023;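 active = GFP response vs DMSO above a set limit, about the screen mean plus 3 SD, cut at about 150% in these data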
VLA-4 inh = inhibition in a human VLA-4 binding assay | P13612 | VLA-4 expressing cells, ligand binding flow cytometry | inhibition, % (about 7 µM as worked out from the volumes in the protocol) | 330,000 compounds, 0.2% hits | AID 2557; in the data active = inhibition above about 50%
Target sequence (P13612 whole entry, looked up): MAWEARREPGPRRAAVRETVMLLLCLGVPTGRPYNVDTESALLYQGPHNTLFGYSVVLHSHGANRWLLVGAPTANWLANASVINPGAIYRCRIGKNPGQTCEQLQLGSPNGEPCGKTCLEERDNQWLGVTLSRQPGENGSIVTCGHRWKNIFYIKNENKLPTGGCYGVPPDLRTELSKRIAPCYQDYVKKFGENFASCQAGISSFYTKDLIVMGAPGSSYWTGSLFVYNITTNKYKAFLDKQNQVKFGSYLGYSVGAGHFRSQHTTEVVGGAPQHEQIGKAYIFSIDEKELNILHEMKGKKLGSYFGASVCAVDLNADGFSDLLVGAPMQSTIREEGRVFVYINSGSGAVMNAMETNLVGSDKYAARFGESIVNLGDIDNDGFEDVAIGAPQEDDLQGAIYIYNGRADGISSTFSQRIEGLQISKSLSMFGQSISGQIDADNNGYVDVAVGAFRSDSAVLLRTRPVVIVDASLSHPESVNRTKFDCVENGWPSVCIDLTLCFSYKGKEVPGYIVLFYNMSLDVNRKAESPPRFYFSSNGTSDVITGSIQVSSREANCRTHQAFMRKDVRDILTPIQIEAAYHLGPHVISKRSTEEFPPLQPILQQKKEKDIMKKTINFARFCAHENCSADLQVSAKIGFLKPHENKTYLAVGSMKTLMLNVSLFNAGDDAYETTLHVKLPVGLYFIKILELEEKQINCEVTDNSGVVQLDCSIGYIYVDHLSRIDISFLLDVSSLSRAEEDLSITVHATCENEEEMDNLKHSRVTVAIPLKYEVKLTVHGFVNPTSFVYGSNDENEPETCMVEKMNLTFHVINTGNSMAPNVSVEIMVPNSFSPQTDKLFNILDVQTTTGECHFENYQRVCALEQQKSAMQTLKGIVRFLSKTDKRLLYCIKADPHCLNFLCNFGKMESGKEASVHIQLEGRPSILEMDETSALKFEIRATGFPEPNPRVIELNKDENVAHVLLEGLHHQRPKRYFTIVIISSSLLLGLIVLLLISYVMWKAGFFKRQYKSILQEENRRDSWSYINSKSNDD
CR mimetic SO = lowers age-related superoxide in aged yeast cells; S. cerevisiae aged cells, superoxide DHE fluorescence; hits give low values; superoxide response (% of plate mean), % at 10 µM; 330,000 compounds, 0.18% hits;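 active = superoxide response under a set limit, about three screen SD below normal, cut at about 65% in these data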;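 also: yeast aged for seven days with compound at 30 °C before DHE staining; 100% = average MFI of all compound-treated wells on the plate with controls excluded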
GRK2 inh = human GRK2 inhibition via aptamer displacement. P25098. bead flow cytometry, FAM-aptamer displacement from GRK2. inhibition of aptamer binding, % at 10 µM. 330,000 compounds, 0.59% hits;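 active = inhibition of aptamer binding above 40%, roughly 3 SD of noise, on plates passing a quality check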;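 also: median bead fluorescence of bound FAM aptamer so fluorescent compounds give negative values; no value below 0 was filed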
RPL19A TOR yeast = modulators of TOR pathway RPL19A-GFP in S. cerevisiae; S. cerevisiae RPL19A-GFP strain, flow cytometry, 3 h; hits give low values; percent response vs DMSO, % at 10 µM; 330,000 compounds, 0.3% hits; AID 2025;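 active = percent response vs DMSO below 50%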;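 also: median channel GFP fluorescence of the barcoded RPL19A-GFP strain; ratio of sample median GFP to plate DMSO average so 100% = DMSO; lower means less RPL19A-GFP as with rapamycin TOR inhibition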
MEP2-GFP yeast = alters MEP2-GFP fluorescence in TOR pathway yeast screen | 330,000 compounds, 0.51% hits | GFP response vs DMSO, % at 10 µM | AID 2016 | S. cerevisiae MEP2-GFP strain, flow cytometry GFP, 3 h; 100% = DMSO control level;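 active = GFP response versus DMSO above a set limit, roughly screen mean plus 3 SD, cut at about 180% in these data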;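 also: median GFP fluorescence of the barcode-gated MEP2-GFP cells per well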
* marks the source's active call; other numbers are inactive results; . = no result given. Random draw from the library; about 1.7% have a hit in one of these screens.

Preview (4 entries):
SMILES	AGP1-GFP MLPCN	CIT2 TOR yeast	LAP4-GFP MLPCN	VLA-4 inh	CR mimetic SO	GRK2 inh	RPL19A TOR yeast	MEP2-GFP yeast
CC(Oc1ccccc1Cl)C(=O)N(Cc1ccco1)C1CCS(=O)(=O)C1 (stereo not drawn)	101	99	95	4	102	1	97	98
O=C(Cn1ncc(Cl)c(Cl)c1=O)c1ccc2c(c1)OCCO2	103	100	92	24	110	0	100	97
C/C(=N\NC(=O)c1nnn(-c2nonc2N)c1-c1ccc2c(c1)OCO2)c1ccccc1	88	93	93	-1	97	2	99	103
O=C(NCCCN1CCCC1=O)c1ccc(OC(F)(F)F)cc1	107	98	113	-10	92	3	107	108

The whole of this part, previewed entries included:
SMILES	AGP1-GFP MLPCN	CIT2 TOR yeast	LAP4-GFP MLPCN	VLA-4 inh	CR mimetic SO	GRK2 inh	RPL19A TOR yeast	MEP2-GFP yeast
CC(Oc1ccccc1Cl)C(=O)N(Cc1ccco1)C1CCS(=O)(=O)C1 (stereo not drawn)	101	99	95	4	102	1	97	98
O=C(Cn1ncc(Cl)c(Cl)c1=O)c1ccc2c(c1)OCCO2	103	100	92	24	110	0	100	97
C/C(=N\NC(=O)c1nnn(-c2nonc2N)c1-c1ccc2c(c1)OCO2)c1ccccc1	88	93	93	-1	97	2	99	103
O=C(NCCCN1CCCC1=O)c1ccc(OC(F)(F)F)cc1	107	98	113	-10	92	3	107	108
Cc1cccc2sc(NC(=O)CN3C(=O)C4CC=CCC4C3=O)nc12 (stereo not drawn)	97	92	94	5	103	0	93	96
CC(C)=CCc1c(O)c(CC=C(C)C)c2occ(-c3ccc(O)cc3)c(=O)c2c1O	94	97	102	2	91	2	97	102
Cc1nc(NC(=O)c2ccc(Br)s2)sc1C(=O)N(C)C	98	105	100	10	81	0	99	103
CCC(=O)N1C(C(=O)N2CCCC2)CSC1c1ccc(OC)cc1 (stereo not drawn)	110	105	105	-24	95	1	104	105
COc1cc(F)c(C2=CC(=O)CC(C)(C)C2)cc1F	96	100	118	-6	95	0	96	112
CCOC(=O)C1(CCc2ccccc2)CCN(Cc2cc(OC)c(OC)cc2OC)CC1	109	104	103	4	104	0	107	109
COc1ccc(-c2c(-c3cc(OC)cc(OC)c3)n(C)c3ccc(-c4ccc(OC)c(F)c4)cc23)cc1	89	76	85	16	90	1	112	95
Cc1ccc(N2C(=O)NC(NS(=O)(=O)c3ccccc3)(C(F)(F)F)C2=O)cc1C (stereo not drawn)	107	103	101	11	109	1	111	101
Cc1cc(C(=O)N2CCN(c3ncccn3)CC2)cs1	104	111	109	2	89	0	109	108
N#CCCN1C(=O)C2(OCCO2)c2ccccc21	101	105	109	7	110	3	107	118
CCOc1ccccc1-c1nc(-c2cc3ccccc3nc2OC)no1	104	101	97	12	100	2	99	103
CCOC(=O)c1ccc(NNC(=O)CC)c([N+](=O)[O-])c1	115	110	102	-4	97	0	106	105
COc1cc(N)c(Cl)cc1C(=O)OCC(=O)N(C)C1CCCCC1	100	92	97	17	74	11	97	93
Cn1nc(C(=O)Nc2cccc(S(N)(=O)=O)c2)c2ccccc2c1=O	107	109	104	-8	114	2	101	101
Cc1cccc(-c2nnc(SC(C)C(=O)N3CCOCC3)o2)c1 (stereo not drawn)	104	104	99	2	93	0	99	97
CCOC(=O)c1c(-c2ccc(C)o2)csc1NC(=O)CN1CCN(CC)CC1	101	100	98	0	88	0	97	100
CCCNC(=O)c1oc2ccc3c(c2c1C)C(=O)CC(C)(C)O3	.	91	110	0	108	0	97	99
Cc1cc(C)n(CCCC(=O)O)n1	96	102	98	-4	92	0	97	102
O=C(COC(=O)c1ccccc1Nc1ccc(SC(F)F)cc1)NC1CC1	97	96	90	-2	108	7	97	105
Cc1cccc(NC(=O)/C(C#N)=C\c2cn(CC(=O)O)c3ccccc23)c1	99	102	101	-20	92	0	97	108
CCOc1cc(C(=O)OCc2cc(=O)n3c(C)csc3n2)ccc1OC	85	88	99	-18	104	2	103	100

3 compounds from above, arranged by the value under VLA-4 inh, ascending:
Compound	VLA-4 inh
CCOC(=O)c1ccc(NNC(=O)CC)c([N+](=O)[O-])c1	-4
Cc1cccc2sc(NC(=O)CN3C(=O)C4CC=CCC4C3=O)nc12 (stereo not drawn)	5
CCOc1ccccc1-c1nc(-c2cc3ccccc3nc2OC)no1	12

(more compounds)
SMILES	AGP1-GFP MLPCN	CIT2 TOR yeast	LAP4-GFP MLPCN	VLA-4 inh	CR mimetic SO	GRK2 inh	RPL19A TOR yeast	MEP2-GFP yeast
FC(F)(F)c1cnc2c(c1)[nH]c(=S)n2-c1ccc(Cl)cc1	96	95	91	5	111	0	103	102
FC(F)(F)c1nc(Sc2ncccc2C(F)(F)F)n[nH]1	106	134	90	-1	112	1	98	110
Cc1cccc(Nc2nc(Cl)ncc2F)c1C	97	105	96	7	103	.	102	103
Cc1cccc(C(=O)CC(=O)c2cc(Cl)ccc2O)c1	104	92	102	-6	107	0	97	101
CCCS(=O)(=O)N1CCCC(C(=O)NC2CCCCC2)C1 (stereo not drawn)	98	106	95	1	94	0	99	103
Cc1nn(-c2ccccc2)c2sc(C(=O)c3c(N)n(C)c(=O)n(C)c3=O)cc12	98	105	97	-7	110	0	93	104
Cc1cc(=O)n2c(ccc3ccccc32)c1C#N	95	91	101	-3	92	1	101	99
CC(CN1CCCC(C(N)=O)C1)c1ccccc1 (stereo not drawn)	100	100	105	9	120	0	98	104
COc1cccc(C2CC(=O)C3=C(C2)Nc2ccccc2N(C(=O)CCC(=O)O)C3c2ccc(F)cc2)c1 (stereo not drawn)	106	98	114	6	101	1	99	96
Clc1cccc(CN2CCCCCC2)c1Cl	99	105	93	1	106	1	103	108
CCC(C)c1ccc(NC(=O)C2CCN(c3ncccn3)CC2)cc1 (stereo not drawn)	101	94	99	18	103	6	103	98
C#CCOCCOCCOCCNc1nc(N2CCN(C(=O)[C@H]([C@@H](C)CC)n3cc([C@@H](N)CC(C)C)nn3)CC2)nc(N2CCN(C(=O)[C@H](CCCCN)n3cc([C@@H](N)C(C)CC)nn3)CC2)n1 (stereo partly drawn)	93	91	91	0	107	0	90	96
Cc1cccc(Cc2nnc(CCC(=O)N(C)Cc3ccncc3C)o2)c1	105	94	111	1	98	3	96	97
COCc1cc(C)nc(SCC(=O)Oc2ccccc2)c1C#N	70	82	99	7	124	0	92	100
CC(C)(CNC(=O)c1cccc(F)c1)CNC(=O)c1cccc(F)c1	97	91	103	15	94	1	93	96
O=c1[nH]c(=O)c2cc([N+](=O)[O-])cc([N+](=O)[O-])c2[nH]1	77	96	79	1	133	6	94	93
COC(=O)c1cc(NC(C)=O)ccc1N1CCOCC1	97	101	97	7	85	0	101	101
Cc1ccc(S(=O)(=O)Cc2sc3ccccc3[n+]2C)cc1	103	102	107	-2	84	4	100	108
Nc1ccc(Cl)c(S(=O)(=O)Nc2ccccc2Cl)c1	93	102	92	2	92	0	97	96
CN/C(=C\[N+](=O)[O-])NCCSCc1ccc(CN(C)C)o1	85	79	120	40	116	0	96	99
CC(=O)c1sc(NC(C)c2ccccc2)nc1C (stereo not drawn)	98	100	90	1	87	1	99	106
O=C1NC2(CCCCCC2)C(=O)N1Cc1ccccc1Br	92	88	94	4	105	0	95	95
CC(C)(C)NC(=O)/C(=C\c1cccnc1)NC(=O)c1ccco1	105	105	100	4	93	0	101	102
CC1CCc2c(sc3nn[nH]c(=O)c23)C1 (stereo not drawn)	97	96	102	-4	102	3	96	99
O=C(Nc1cc(Cl)ccc1Cl)c1ccco1	98	107	95	1	89	0	106	115
Continued.
SMILES	AGP1-GFP MLPCN	CIT2 TOR yeast	LAP4-GFP MLPCN	VLA-4 inh	CR mimetic SO	GRK2 inh	RPL19A TOR yeast	MEP2-GFP yeast
Cn1ccc(=NC=C(C#N)C#N)c2ccccc21	96	89	96	-6	98	0	94	102
O=C(O)CC(NNC(=O)c1ccccc1)C(=O)Nc1ccc([N+](=O)[O-])cc1 (stereo not drawn)	101	92	119	-2	91	0	99	101
CC12CN3CC(C)(CN(C1)C3c1ccc([N+](=O)[O-])o1)C2=O (stereo not drawn)	98	100	99	9	102	3	97	100
CC(=O)c1ccc(N2CCC(C)CC2)c(F)c1	94	85	112	4	101	0	99	89
CCOCCCN(C)C1CCN(C(=O)c2oc3ccccc3c2NC(=O)c2cccc([N+](=O)[O-])c2)CC1	111	108	117	5	128	0	108	105
Cc1nc2ccc(NC(=O)c3ccc(Cl)c([N+](=O)[O-])c3)cc2s1	100	116	112	9	87	1	112	113

Entries of single compounds, looked up by structure:
CCOCCCN(C)C1CCN(C(=O)c2oc3ccccc3c2NC(=O)c2cccc([N+](=O)[O-])c2)CC1 in the list: AGP1-GFP MLPCN = 111; CIT2 TOR yeast = 108; LAP4-GFP MLPCN = 117; VLA-4 inh = 5; CR mimetic SO = 128; GRK2 inh = 0; RPL19A TOR yeast = 108; MEP2-GFP yeast = 105
Cc1nc2ccc(NC(=O)c3ccc(Cl)c([N+](=O)[O-])c3)cc2s1 in the list: AGP1-GFP MLPCN = 100; CIT2 TOR yeast = 116; LAP4-GFP MLPCN = 112; VLA-4 inh = 9; CR mimetic SO = 87; GRK2 inh = 1; RPL19A TOR yeast = 112; MEP2-GFP yeast = 113
CC12CN3CC(C)(CN(C1)C3c1ccc([N+](=O)[O-])o1)C2=O (stereo not drawn) in the list: AGP1-GFP MLPCN = 98; CIT2 TOR yeast = 100; LAP4-GFP MLPCN = 99; VLA-4 inh = 9; CR mimetic SO = 102; GRK2 inh = 3; RPL19A TOR yeast = 97; MEP2-GFP yeast = 100

Structures shown so far that have two or more sulfur atoms:
SMILES	AGP1-GFP MLPCN	CIT2 TOR yeast	LAP4-GFP MLPCN	VLA-4 inh	CR mimetic SO	GRK2 inh	RPL19A TOR yeast	MEP2-GFP yeast
Cc1nc(NC(=O)c2ccc(Br)s2)sc1C(=O)N(C)C	98	105	100	10	81	0	99	103
Cc1ccc(S(=O)(=O)Cc2sc3ccccc3[n+]2C)cc1	103	102	107	-2	84	4	100	108
